# From PubChem BioAssay
# TbPYK inhibitor: blocks Trypanosoma brucei pyruvate kinase. TbPYK enzyme, Kinase-Glo Plus ATP luminescence, 45 min. Potency, µM (series often up to 76.8 µM), for the others: at the top dose activity, negative = inhibition, actives largely listed as inhibitors. 410,000 compounds, 0.12% hits. AID 624173; also: nearly all actives have a fitted effect of over 50% in size
#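 Glycolytic pyruvate kinase of T. brucei was incubated with substrate, test compound and 130 uM ADP for 45 minutes at room temperature. Luminescent Kinase-Glo Plus signal was measured after 10 minutes.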
# HCV inhibitor: blocks hepatitis C virus | 340,000 compounds, 3.4% hits | Huh7.5.1 HCVcc-Cre infection, luciferase reporter, 44 h | Potency, µM (highest dose often 41.8 µM), inactives show at the top dose activity change, negative = inhibition, actives largely listed as inhibitors
#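 Seed cells (1,000/well) for 4 h; treat with compound and infect with HCVcc-Cre, moi about 0.5. Incubate 44 h, then detect luciferase activity.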
# The depositor's hits bear a star; ? = inconclusive; [ ] = dose if it differs, or a comment. Calls follow the shape of the dose curve; as a rule, active = well fitted curve in the direction sought with a large enough effect; inconclusive = small, poorly fitted or top-dose-only effect, or another doubt; inactive = no such curve, though single readings can be large; an effect the other way counts as inactive or inconclusive. % is scaled to controls: 0 for no effect and ±100 for the full control effect; potency is read from the fitted curve at half-maximal effect. The list is partial; rates above refer to the full screens.
# Values run as follows: TbPYK inhibitor	HCV inhibitor
O=C(Nc1cccc2ccccc12)ON=C1CCCCC1
→ 5.5%	?
CN(C)C(=S)N=c1ssc(=S)n1Cc1cccnc1
→ -21.6%	?
O=P(N1CCCCCC1)(N1CCCCCC1)N1CC1
→ 5.1%	13.1%
CCC/C(=C1/c2ccccc2C(=O)N1c1ccccc1)c1ccc(O[C@@H]2CCCCO2)cc1
→ 0.0%	12.4%
COC(=O)c1ccc(CN2CCC(Oc3ccc(C(=O)N4CCCCC4)cc3)CC2)cc1
→ 0.6%	?
NCCCC[C@H]1CN=C(N)N1CC1CCCCC1
→ -1.5%	14.8%
COc1cc(CC(=O)OCC(=O)NCc2ccco2)cc(OC)c1OC
→ 2.9%	-1.4%
O=[N+]([O-])c1ccc(NS(=O)(=O)c2ccccc2)c(Cl)c1
→ 6.8%	-7.6%
COc1cc(C(=O)Nc2cc(OC)c(OC)c(OC)c2)ccc1OCc1c(C)noc1C
→ -9.3%	11.2µM*
O=[N+]([O-])c1cc(F)cc(F)c1Nc1cc(F)cc(F)c1
→ 1.7%	1.7%
CC(=O)c1ccc(NC(=O)COC(=O)CCC2CCCC2)cc1
→ 0.3%	9.8%
CN(C)N1C(=O)C2C3C=CC(O3)C2C1=O (stereo unspecified)
→ -2.3%	8.9%
CC(Oc1ccccc1F)C(=O)NNC(=O)Cc1ccc(S(=O)(=O)N2CCOCC2)s1 (stereo unspecified)
→ -2.1%	3.5%
Cc1ccccc1S(=O)(=O)/N=C(/Nc1nc2ccccc2s1)c1ccccc1
→ 0.5%	-3.5%
COc1ccccc1C1/C(=C(/O)c2cnn(-c3ccccc3)c2C)C(=O)C(=O)N1CCN(C)C (stereo unspecified)
→ -2.0%	1.0%
CN(c1ccccc1)S(=O)(=O)c1ccc(C(=O)N2CCN(c3ccccc3Cl)CC2)cc1
→ 1.2%	?
CCN(C(=O)COc1ncnc2ccccc12)C1CCCCC1
→ -4.9%	18.6%
Cc1ccc(S(=O)(=O)N2[C@@H](c3ccc(Br)cc3)C(C(=O)O)=CC[C@H]2c2cccc(Cl)c2)cc1
→ 3.5%	40.7%[activator]
COc1nc(C)nc(NC(=O)NS(=O)(=O)c2ccccc2Cl)n1
→ 2.1%	2.3%
O=C1c2ccccc2[C@@H]2C[C@@H](O)[C@H](Nc3ccccc3Cl)CCN12
→ -5.9%	-5.6%
COC(=O)C1=CO[C@@H](O[C@@H]2O[C@H](CO)[C@@H](O)[C@H](O)[C@H]2O)C2C1C=C[C@@]2(O)CO (stereo partly specified)
→ 3.0%	33.1%[activator]
COc1ccc2[nH]c3c(c2c1)CCN1C(=O)C(CC(=O)NCC24CC5CC(CC(C5)C2)C4)C[C@H](C(=O)N2CCCCC2)[C@@]31C (stereo partly specified)
→ 3.6%	25.1µM*
O=C(c1ccc(Br)cc1)c1coc2ccc(O)cc12
→ 0.2%	-11.4%
CC1CCc2c(sc(NC(=O)c3noc4c3CCCC4)c2C(N)=O)C1 (stereo unspecified)
→ 0.4%	12.3%
COc1cc(CC(=O)N2CCN(C(=O)C3CCCO3)CC2)cc(OC)c1OC (stereo unspecified)
→ -1.8%	8.0%
CSc1ccccc1NP1(=O)OCC(C)([N+](=O)[O-])CO1 (stereo unspecified)
→ 0.5%	9.5%
Cc1ccc(S(=O)(=O)N2CCC[C@H]2C(=O)Oc2ccccc2)cc1
→ -2.9%	6.8%
NC(=N\N=CCc1ccccc1)/C(N)=N/N=CCc1ccccc1
→ 5.0%	-5.4%
O=C(/C=C/c1ccccc1[N+](=O)[O-])Nc1cccc(S(=O)(=O)NC2=NCCCCC2)c1
→ 7.0%	3.16µM*
Cc1cccc(/C=C(\C(=O)O)c2ccc(S(=O)(=O)N3CCCC3)s2)c1
→ -2.3%	17.9%

# Whole records, quoted from the list. Order of values: TbPYK inhibitor	HCV inhibitor
# `Cc1cccc(/C=C(\C(=O)O)c2ccc(S(=O)(=O)N3CCCC3)s2)c1` is listed with -2.3%	17.9%
# `CCN(C(=O)COc1ncnc2ccccc12)C1CCCCC1` is listed with -4.9%	18.6%
# `O=[N+]([O-])c1cc(F)cc(F)c1Nc1cc(F)cc(F)c1` is listed with 1.7%	1.7%

# The main list resumes; the three compounds before the break are reprinted first.
# Values run as follows: TbPYK inhibitor	HCV inhibitor
NC(=N\N=CCc1ccccc1)/C(N)=N/N=CCc1ccccc1
→ 5.0%	-5.4%
O=C(/C=C/c1ccccc1[N+](=O)[O-])Nc1cccc(S(=O)(=O)NC2=NCCCCC2)c1
→ 7.0%	3.16µM*
Cc1cccc(/C=C(\C(=O)O)c2ccc(S(=O)(=O)N3CCCC3)s2)c1
→ -2.3%	17.9%
O=C1NC(=O)N(c2ccc(Cl)cc2)C(=O)/C1=C/c1ccc2c(c1)CCN2Cc1ccccc1Cl
→ 0.6%	23.0%
N#Cc1ccc(-c2ccc(OCC(=O)NN=Cc3ccncc3)cc2)cc1
→ -5.3%	?
CCC(NC(=O)CC[C@H]1O[C@@H](n2cc(C)c(=O)[nH]c2=O)C[C@@H]1O)c1ccccc1 (stereo partly specified)
→ -1.8%	-10.9%
CCN(C[C@H]1N[C@@](Cc2ccccc2)(C(=O)OC)[C@H]2C(=O)N(C)C(=O)[C@@H]12)C(C)=O
→ 5.7%	47.6%[activator][8.37 µM]
C=C1C(=O)C23CCC4C(C)(C(=O)OC)CCCC4(C)C2CCC1(O)C3 (stereo unspecified)
→ ?	3.16µM*
O=C(COC(=O)CSc1ccccc1)Nc1ccc(F)cc1F
→ -4.0%	-7.3%
O=C(COc1ccc(Br)cc1F)NC1CC1
→ 0.5%	2.4%
CN(CC(=O)Nc1ccc(F)c(F)c1F)C(=O)C1CCCCC1
→ 2.6%	-10.2%
COc1cc(/C=C2\Oc3ccc(C#Cc4ccc(O)cc4)cc3C2=O)cc(OC)c1
→ -3.1%	?
O=C(CC1CCC1)Nc1cccc2c([N+](=O)[O-])cccc12
→ -4.3%	-23.2%
CCc1ccc2c(CN3CCN(S(=O)(=O)c4ccccc4F)CC3)cc(=O)oc2c1
→ 0.7%	12.6µM*
c1ccc2c(c1)ccn2CCCN1CCCCC1
→ 10.2%	15.6%
Cn1c(N)c(C(=O)COC(=O)c2cc(S(=O)(=O)N3CCOCC3)ccc2F)c(=O)n(C)c1=O
→ 6.9%	?
Cc1cc(C=O)sc1[B-](F)(F)F
→ 8.4%	25.7%
O=C(CNC(=O)c1cc(Cl)cc([N+](=O)[O-])c1)NC1CC1
→ -0.8%	15.0%
Cc1ccc(S(=O)(=O)N2CCN(Cc3cccc(F)c3)CC2)cc1
→ 4.5%	4.8%
COc1ccc(-c2cn3c(C)c(C(=O)N4CCN(c5ccccc5)CC4)sc3n2)cc1
→ -4.9%	13.7%
COc1ccc([C@@H]2CC=C(C(=O)O)[C@H](c3ccc(C)cc3)N2S(=O)(=O)c2ccccc2C)cc1
→ -1.9%	-1.2%
Cc1onc(-c2ccccc2Cl)c1C(=O)OCC(=O)N1CCCCC1
→ -1.0%	-0.2%
O=S(=O)(Nc1cccnc1)c1cccnc1
→ 6.0%	16.5%
O=C(NCCNC(=O)Nc1ccc(Cl)cc1)Nc1ccc(Cl)cc1
→ -19.5%	27.6%
Cn1c(=O)c2[nH]c(CCC3CCCC3)nc2n(C)c1=O
→ -7.7%	?
CC1CCCC(NC(=O)COC(=O)[C@@H](NC(=O)c2ccccc2Cl)C(C)C)C1C (stereo partly specified)
→ 2.3%	2.7%
Cc1ccc(Nc2ccncc2S(N)(=O)=O)cc1
→ 2.6%	0.4%
CC1(C)CSC(C)(C)C(=O)N1
→ -4.3%	23.9%
CN1CCC(N(C)C(=O)c2ccc(Cl)c(S(=O)(=O)Nc3ccc(Cl)cc3)c2)CC1
→ -9.2%	7.9%
O=C(NCc1ccco1)c1cc(S(=O)(=O)NC2CC2)ccc1Br
→ 7.1%	0.2%
CN(C(=O)c1cccc(NC(=O)Cc2ccc(NC(=O)C3CCN(C(=O)C4CCC4)CC3)cc2)c1)C1CCCC1
→ -4.8%	?
CC(CC(C#N)(c1ccccc1)c1ccccc1)N(C)C (stereo unspecified)
→ 6.0%	1.6%
Cc1noc(NS(=O)(=O)c2ccc(NC(=O)c3ccccc3NS(=O)(=O)c3ccc(F)cc3)cc2)c1C
→ 3.8%	5.7%

# The list continues:
# Values run as follows: TbPYK inhibitor	HCV inhibitor
CC[C@]1(C(=O)OC)[C@H]2C(=O)N(Cc3ccccc3)C(=O)[C@H]2[C@H]2CN=C(SCC(=O)c3ccccc3)N21
→ 0.7%	-13.5%
N#CC1c2ccccc2-n2nncc2CN1C(=O)CCc1ccccc1 (stereo unspecified)
→ 2.2%	12.1%
O=C(CSc1nccc(=O)[nH]1)Nc1ccc2ccccc2c1
→ -4.8%	10.0%
O=C(C[C@H]1C/C=C\CC[C@@H](Cc2ccc(F)cc2)C(=O)OC[C@H]2CCCN2C1=O)N[C@@H](CO)Cc1ccccc1
→ 1.1%	11.1%
OCCOCCn1c(C(CO)Nc2nc(-c3ccc(F)cc3)cs2)nc2ccccc21 (stereo unspecified)
→ 3.4%	-4.5%
c1ccc(-c2ccc(-c3ccccc3)[nH]2)cc1
→ -3.3%	-3.6%
CCCCCCSc1ccc([C@@H]2[C@@H]3C(=O)N(C)C(=O)[C@@H]3[C@]3(C(=O)OC)CCCCN23)cc1
→ 2.2%	7.3%
O=C(COC(=O)c1cccc(S(=O)(=O)NCc2ccccc2)c1)NC1CC1
→ 0.0%	-5.4%
C[C@H](CO)N1C[C@H](C)[C@@H](CN(C)C(=O)Nc2ccc3c(c2)OCO3)Oc2ccc(NS(=O)(=O)c3cn(C)cn3)cc2C1=O
→ -7.6%	4.1%
CC1=C(C)CC2(C(=O)NC(=S)NC2=O)C(C)C1 (stereo unspecified)
→ -3.1%	35.1%[activator]
CC(=O)c1ccc(O)c(CC=C(C)C)c1O
→ 0.0%	-5.8%
CC1(NC(=O)Cc2csc(-c3ccc(Cl)cc3)n2)CCS(=O)(=O)C1 (stereo unspecified)
→ -3.3%	4.1%
O=C1CCC[C@@H]2[C@@H](Cc3ccccc3)[C@H](N3CCN(c4ccccc4)CC3)C[C@@H]3CCN1[C@@H]32
→ 5.2%	26.4%
CC(=O)c1ccc(S(=O)(=O)Nc2ccc3c(c2)OCO3)cc1
→ 1.2%	2.9%
Cc1cc([N+](=O)[O-])c2ccccc2c1NS(=O)(=O)c1ccccc1
→ 0.1%	-3.1%
O=C(NCC(c1ccco1)N1CCCCC1)c1cccs1 (stereo unspecified)
→ -11.5%	4.0%
C=CCNc1nc(-c2ccc3c(c2)OCCO3)cs1
→ 1.5%	-13.7%
c1ccc2c(c1)ccc1nnnn12
→ -10.8%	18.5%
CCC1(c2ccccc2)C(=O)NC(=S)NC1=O
→ -1.8%	7.0%
CC(=O)NC(Cc1c[nH]c2ccccc12)C(=O)OCC(=O)N1CCN(S(=O)(=O)c2ccc(Cl)cc2)CC1 (stereo unspecified)
→ -21.4%	8.1%
CC1CCC2(CC1)NC(=O)N(CC(=O)N1CCOCC1)C2=O (stereo unspecified)
→ 1.3%	0.4%
O=C(/C=C/c1ccccc1)Nc1cccc(C(=O)NCCCc2ccccc2)c1
→ -3.9%	-16.8%[8.37 µM]
O=C(Cn1cc(COc2c(Br)cc(F)cc2Br)nn1)c1ccc(O)cc1
→ 0.3%	9.4%
Cc1ccc(OC(C)C(=O)Nc2ccc(Cl)cn2)c([N+](=O)[O-])n1 (stereo unspecified)
→ 0.3%	21.6%
COc1ccc(-c2ccc3c(c2)S(=O)(=O)c2cccc(C(=O)NCc4cccc(OC(F)(F)F)c4)c2C3=O)cc1OC
→ 2.7%	-27.8%
CC/C(=C(/c1ccccc1)c1ccc(OCC[N+](C)(C)C)cc1)c1ccccc1
→ -12.8%	3.5%
COc1ccccc1N1CCN(C2CCCN(C(=O)c3ccsc3)C2)CC1 (stereo unspecified)
→ 2.0%	8.7%
CCN(C(=O)COC(=O)CNC(=O)c1ccc2ccccc2c1)c1c(N)n(Cc2ccccc2)c(=O)[nH]c1=O
→ -4.9%	16.8%
COc1ccc(S(=O)(=O)Nc2cccc(S(=O)(=O)N3CCCCC3)c2)cc1
→ -5.8%	7.8%
Cc1nc2[nH]c(=S)[nH]c2c(=O)[nH]1
→ -6.5%	19.4%

# Next results
# Values run as follows: TbPYK inhibitor	HCV inhibitor
O=[N+]([O-])c1ccc(COc2ccccc2CN2CCOCC2)cc1
→ -2.4%	-17.2%[8.37 µM]
C[C@H](CO)N1C[C@H](C)[C@@H](CN(C)C(=O)Nc2ccccc2)Oc2ccc(NC(=O)Nc3ccccc3)cc2C1=O
→ 3.7%	2.7%
O=C1CSC(=S)N1Nc1ccccc1
→ 3.6%	9.1%
COc1cc2sc(-c3ccc(S(C)(=O)=O)cc3)c(C(=O)NCCCCO)c2cc1OC
→ -5.3%	14.3%
Cc1ccc(S(=O)(=O)N2CCOCC2)cc1C(=O)N1CCc2ccccc21
→ -3.2%	4.0%
Cc1ccc(C2/C(=C(\O)c3c(C)nc4c(C)cccn34)C(=O)C(=O)N2CCN(C)C)o1 (stereo unspecified)
→ -14.1%	13.7%
CC1=CC2=NC(=O)C(c3ccccc3)C(=O)N2C=C1 (stereo unspecified)
→ -5.2%	6.2%
COc1ccc(NS(=O)(=O)c2cc(NC(=O)c3ccc(S(=O)(=O)N(C)C)cc3)ccc2N2CCOCC2)cc1
→ -7.5%	?
COC(=O)C1=C(C)N(CCCC(=O)O)C(=O)NC1c1cccc(Cl)c1Cl (stereo unspecified)
→ 0.4%	30.4%[activator]
CCN(CC)C(=O)[C@H]1CC(CC(=O)NCCCn2ccnc2)C(=O)N2CCc3c([nH]c4ccccc34)[C@]12C (stereo partly specified)
→ -0.8%	13.0%
